Screens as filed in PubChem.
KOR beta-arrestin-1: kappa opioid receptor blockers – cell-based, luminescence, uHTS (AID 1778). KOR beta-arrestin recruitment, luminescence, antagonist mode; higher % means a stronger effect. inhibition, % at 10 µM, or IC50 in µM where a hit was titrated. 290,000 tested, 0.091% active; further: strong numbers were not always called active
Yfh1-depleted yeast: mitochondrial function rescue without frataxin homolog – Friedreich's ataxia, plus single-dose screen, dose response (AID 1465). S. cerevisiae Yfh1-off respiration, WST-1 reduction, 72 h; higher fold induction means a stronger effect. one-dose fold induction at 50 µM; EC50 in µM for titrated hits. 220,000 tested, 0.074% active;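 active means fold induction of absorbance versus untreated yeast above a set limit, then at least 30% activation at any dose in follow-up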;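 further: activators that raise dye reduction in frataxin-depleted yeast; strong numbers were not always called active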
HEK293 NOD2/NF-kB: inhibition of NOD2-driven NF-kB reporter – cell-based, luminescence, uHTS, HEK293 (AID 1566) | 290,000 tested, 0.63% active | one-dose inhibition, % at 4 µM; EC50 in µM for titrated hits | HEK293 NOD2/NF-kB luciferase reporter, luminescence; higher % means a stronger effect; further: many of its hits are not listed in these tables
TNAP activators: stimulation of alkaline phosphatase TNAP activity – biochemical, luminescent, no phosphate acceptor, uHTS, primary screen (AID 1001) | 200,000 tested, 0.03% active | activation fold at 20 µM, or EC50 in µM where a hit was titrated | purified TNAP, luminescent activation assay, no phosphate acceptor; higher activation fold means a stronger effect; in the data active means activation fold from about 3, or a potency from the dose series; inactive means the rest, 99 in 100 with activation fold below about 1.6; further: many of its hits are not listed in these tables
ER stress rescue: protection against thapsigargin-triggered cell killing – 384-well, CSM14.1, ATP luminescence, primary screen (AID 1222); CSM14.1 thapsigargin-induced death rescue, ATP luminescence; higher % means a stronger effect; cellular ATP content (survival), % at 20 µM, or EC50 in µM where a hit was titrated; 190,000 tested, under 10 active;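 active means EC50 below 50 µM in the dose-response confirmation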;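 further: death triggered by thapsigargin at about 15 µM added after 2 h compound pretreatment; cell ATP read after overnight thapsigargin exposure of roughly 18 to 22 hours; normalized against plate controls of thapsigargin alone and 5% DMSO vehicle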
NTR1 agonist: NTR1-driven beta-arrestin-GFP spot formation – imaging, U2OS cells, high content, primary screen (AID 493036). agonist mode. 330,000 tested, 0.17% active. P30989. activation, % at 20 µM;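 active means activation at or above 40% of the spot to cytoplasm intensity ratio, with at least 20 cells analyzed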;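 further: 0% = DMSO without peptide and 100% = 100 nM NTR1 peptide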
Target sequence (P30989 whole entry, looked up): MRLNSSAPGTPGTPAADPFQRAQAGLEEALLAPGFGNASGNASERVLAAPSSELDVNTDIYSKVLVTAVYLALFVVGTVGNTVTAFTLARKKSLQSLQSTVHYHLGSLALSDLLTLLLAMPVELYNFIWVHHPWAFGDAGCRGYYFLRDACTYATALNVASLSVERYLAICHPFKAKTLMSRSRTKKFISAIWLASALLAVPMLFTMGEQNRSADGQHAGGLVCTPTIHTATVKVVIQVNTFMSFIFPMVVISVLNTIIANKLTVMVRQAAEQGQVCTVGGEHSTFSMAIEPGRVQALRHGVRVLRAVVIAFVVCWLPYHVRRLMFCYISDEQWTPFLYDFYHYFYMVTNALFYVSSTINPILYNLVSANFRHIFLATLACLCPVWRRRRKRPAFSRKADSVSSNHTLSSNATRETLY
GPR55 activation: selective activators of receptor GPR55 – imaging, U2OS cells, beta-arrestin-GFP redistribution, primary screen (AID 1961). U2OS GPR55 beta-arrestin-GFP redistribution imaging; higher % means a stronger effect. activation, % at 10 µM; hits with a dose series show EC50 in µM. 290,000 tested, 0.048% active;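 active means activation above 40% with more than 50 cells counted in the well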;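 further: U2OS osteosarcoma cells stably expressing GPR55 and beta-arrestin-GFP; plate controls were DMSO negative control for no effect and LPI positive control for full effect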
NOD1 NF-kB reporter: NOD1 signaling inhibitors, primary screen, cell-based, luminescence, uHTS (AID 1578) | inhibition, % at 4 µM; hits with a dose series show EC50 in µM | 290,000 tested, 1% active | NOD1-driven NF-kB luciferase reporter cells, luminescence; higher % means a stronger effect; in the data active means inhibition mostly above about 36%, no sharp cut-off; inactive means mostly below about 34%;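 further: HEK-293T reporter cells stimulated with the NOD1 agonist gamma-tri-DAP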
KOR beta-arrestin-2: KOR agonists, beta-arrestin recruitment, primary screen, cell-based, luminescence, uHTS (AID 1777); KOR beta-arrestin recruitment, luminescence; higher % means a stronger effect; activation, % at 10 µM; hits with a dose series show EC50 in µM; 280,000 tested, 0.02% active; in the data active means activation above about 50%, passing the limit was not always enough; further: a part of the inactive calls stands beside numbers as strong as those of hits
NTR1 agonist cell count 20 µM: further read-out of NTR1 agonist, marked with its call; cell count; measured here: cell count, cytotoxicity flag
* marks the source's active call; other numbers are inactive results; i = inactive; . = no result given; [ ] = dose if it differs, or a comment. Unless noted, no stated cut-off is given here; in the data, active means inhibition above about 50%; inactive means the rest. The list is partial, so the mix of outcomes need not match the whole.

Values in the order – KOR beta-arrestin-1	Yfh1-depleted yeast	HEK293 NOD2/NF-kB	TNAP activators	ER stress rescue	NTR1 agonist	NTR1 agonist cell count 20 µM	GPR55 activation	NOD1 NF-kB reporter	KOR beta-arrestin-2
> CC1(C(=O)NC(=S)N(CCC#N)c2ccccc2)CC1(Cl)Cl (stereo not drawn)
  -32%	i	8%	1.1	-3.0%	-1.1	83	0.0%	-6%	-0.5%
> Cc1nn(C)c(C)c1CCC(=O)N1CCCC(Nc2ccc(C(C)C)cc2)C1 (stereo not drawn)
  -5%	.	-5%	.	.	-0.4	51	0.2%	-25%	3.7%
> O=C(CC(c1ccccc1)c1ccccc1O)NCc1ccccc1Cl (stereo not drawn)
  34%	i	-35%	1.1	0.2%	1.9	51	0.2%	-7%	1.6%
> CCC(=O)N1CCC(c2ccc(OC)cc2)=N1
  -17%	i	-8%	1.2	-3.4%	-0.2	91	0.2%	-6%	0.5%
> Oc1ccc(-c2nc3ccccc3s2)cc1
  -1%	i	-198%	.	.	2.0	47	-0.1%	-6%	-2.2%
> CCCn1c(=O)c2c(nc(Br)n2CCC)n(C)c1=O
  -1%	i	6%	1.1	-1.3%	-1.0	92	-0.4%	8%	0.9%
> COc1cc(C)c(Cl)c(C)c1S(=O)(=O)NC1CC(C)(C)NC(C)(C)C1
  -14%	i	7%	1	2.4%	-0.6	36	1.4%	-24%	4.9%
> CCN1CCC2(CC1)N=C(c1ccc(F)cc1)C(=S)N2
  17%	i	-1%	1	2.1%	0.7	47	0.0%	-20%	-3.8%
> O=C(/C=C/c1c(F)cccc1Cl)Nc1ccncc1
  -8%	i	10%	1.1	-0.6%	-0.7	59	0.1%	-19%	6.8%
> CCOC(=O)CSc1nc2ccccc2n2c(C)nnc12
  -10%	.	5%	.	.	0.7	76	0.7%	-6%	-7.3%
> Clc1ccccc1-c1nnc2sc(CCc3ccccc3)nn12
  1%	i	9%	0.8	1.4%	-0.1	84	-0.1%	-24%	-1.7%
> Cc1cc(C(=O)N2CCN(S(C)(=O)=O)CC2)sc1-c1ccccc1
  39%	i	19%	1.1	-1.1%	1.1	71	-0.1%	-7%	5.5%
> COc1cccc(CCNC(=O)c2ccc(C#N)cc2)c1
  -4%	i	-25%	1.1	1.2%	-0.7	85	-0.3%	-36%	7.4%
> Cc1ccc(Cl)cc1NC(=O)CC1NC2CCCCC2NC1=O (stereo not drawn)
  3%[20 µM]	i	1%	1.1	0.2%	0.4	43	-0.1%	-6%	.
> CC1CCCCN1S(=O)(=O)c1cccc(S(=O)(=O)N2CCOCC2)c1 (stereo not drawn)
  -14%	i	3%	.	.	1.6	65	-0.1%	7%	7.1%

(next part)
Values in the order – KOR beta-arrestin-1	Yfh1-depleted yeast	HEK293 NOD2/NF-kB	TNAP activators	ER stress rescue	NTR1 agonist	NTR1 agonist cell count 20 µM	GPR55 activation	NOD1 NF-kB reporter	KOR beta-arrestin-2
> O=C(CSc1nnnn1-c1ccc2c(c1)OCCO2)OC1CCCCC1
  3%	i	0%	1	0.1%	14	62	0.1%	-31%	0.7%
> Nc1nc(-c2ccc(Cl)cc2)nn1C(=O)c1cccnc1
  18%	i	-4%	0.4	-3.0%	-1.4	57	-0.1%	-27%	-1.1%
> O=C(CSCCO)Nc1cccc([N+](=O)[O-])c1
  3%	i	1%	1.2	1.7%	-1.3	58	1.5%	-27%	5.5%
> CSc1nc(SCC(N)=O)c2c3c(sc2n1)CN(C)CC3
  -5%	i	-10%	1.1	-0.4%	1.3	36	-0.1%	-3%	10%
> CCOC(=O)CC(=O)Nc1cc(Cl)ccc1O
  30%	i	10%	1.1	-1.2%	-0.9	38	0.0%	-9%	3.3%
> CC(C)=CCSc1nnc([C@@H](NC(=O)OC(C)(C)C)C(C)C)o1
  0%	i	10%	1.1	-0.1%	-3.6	19	0.2%	5%	-0.9%
> Fc1cccc(CSc2nc3ncc(Cl)cc3[nH]2)c1
  -38%	i	-33%	.	.	-0.7	53	0.0%	2%	4.2%
> COc1cc2c(cc1Cl)/C(=C\CCN(C)C)c1ccccc1S2
  14%	i	-17%	1.1	-1.3%	1.4	57	0.3%	-10%	0.7%
> CCC1(CC)Nc2ccccc2C(=O)N1c1ccc(OC)cc1
  32%	i	-44%	.	.	-1.2	57	0.2%	-1%	0.6%
> NS(=O)(=O)c1ccc2nc(NC(=O)Nc3ccc(F)cc3)sc2c1
  -30%	.	-32%	.	.	4.7	44	-0.2%	17%	0.2%
> COc1ccc(N(CC(=O)N2CCN(Cc3ccccc3)CC2)S(C)(=O)=O)cc1
  5%	.	-1%	.	.	0.8	42	-0.2%	-30%	-2.6%
> CCCc1[nH]n(-c2nc3ccccc3s2)c(=O)c1C=NCC(C)C
  -38%	i	-60%	1	7.6%	0.9	42	0.2%	22%	.
> c1ccc(NC(c2ccccc2)c2ccncc2)cc1 (stereo not drawn)
  -25%[20 µM]	.	4%	.	.	0.1	43	-0.2%	-12%	-6.6%
> CCn1c(O)c(C2=NCCCC2)c2ccccc21
  14%	i	3%	1.2	0.1%	0.4	47	0.2%	-6%	4.4%
> O=C1C(Cl)=C(N2CCCCC2)C(=O)C(Cl)=C1c1cnc(N2CCCCC2)s1
  25%	i	-1%	0.7	-5.5%	3.2	71	19%	-50%	6.8%

Remaining list, next part:
Values in the order – KOR beta-arrestin-1	Yfh1-depleted yeast	HEK293 NOD2/NF-kB	TNAP activators	ER stress rescue	NTR1 agonist	NTR1 agonist cell count 20 µM	GPR55 activation	NOD1 NF-kB reporter	KOR beta-arrestin-2
> Cc1onc(-c2c(F)cccc2Cl)c1C(=O)NC(C)c1ccccc1 (stereo not drawn)
  5%	.	-6%	.	.	-1.0	51	-0.1%	2%	5.2%
> CCN(CC)C(=O)CN(c1ccc(F)c(Cl)c1)S(C)(=O)=O
  17%	i	-3%	1	-4.6%	-0.5	56	0.2%	-11%	2.7%
> CCCNC(=O)C/C(C)=N/NC(=O)C(=O)Nc1ccccn1
  1%	i	2%	1.2	0.1%	-0.1	47	-0.3%	-23%	-3.4%
> Cc1ccc(C2N(C)c3ccccc3-c3nc4ccccc4n32)o1 (stereo not drawn)
  -30%	i	3%	1.2	-0.9%	0.6	53	0.0%	2%	-4.7%
> CN1C(=O)N(C)C2(c3ccccc3)Nn3c(s/c(=C/c4ccccc4)c3=O)=NC12c1ccccc1 (stereo not drawn)
  3%	i	13%	1.1	0.6%	-1.2	52	-0.1%	19%	-4.6%
> CCN(CC)CCN1C(=O)C(=O)/C(=C(/O)c2c(C)[nH]c(C(=O)OC)c2C)C1c1ccccc1OC (stereo not drawn)
  -5%	i	-10%	1.1	.	0.4	47	0.2%	-29%	-0.3%
> O=C(CSc1nc2ccccc2[nH]1)Nc1cccc(S(=O)(=O)N2CCOCC2)c1
  -21%	i	25%	1.3	-1.8%	0.1	56	-0.6%	-17%	-3.5%
> O=C(O)CSc1nnc(COc2cccc3cccnc23)n1-c1ccc(Cl)cc1
  -3%[20 µM]	i	-2%	1.1	0.7%	1.9	41	-0.1%	-28%	.
> Nc1c(C(=O)N2CCCC2)sc2nc(-c3ccccc3)ccc12
  6%	i	20%	.	.	15	47	-0.2%	-14%	2.0%
> CC(Oc1ccccc1)C(=O)N1CCN=C1SCc1ccccc1F (stereo not drawn)
  -17%	i	-9%	.	.	1.8	61	-0.2%	-5%	2.6%
> COc1ccc(Cl)cc1C(=O)Nn1c(C)nc2ccccc2c1=O
  -12%	i	13%	1.1	-5.0%	1.9	64	0.2%	3%	-2.2%
> COc1ccc(C2CC2C(=O)c2ccccn2)cc1 (stereo not drawn)
  -23%	i	-25%	1.1	.	-0.9	86	1.6%	-52%	-2.6%
> O=C(Nc1ccc2oc(-c3ccccc3)nc2c1)C1CCCO1 (stereo not drawn)
  -9%	i	-64%	1	-1.4%	2.1	37	-0.1%	-69%	-3.1%
> COc1ccc(OC)c(NC(=S)N2CCCC2)c1
  8%	.	7%	.	.	-0.6	70	-0.1%	-9%	4.1%
> O=C(CNS(=O)(=O)c1cccs1)NCCc1ccc(Cl)cc1
  2%	.	-8%	.	.	0.5	39	-0.2%	-18%	-5.0%

Full records, looked up by structure:
Record of Nc1c(C(=O)N2CCCC2)sc2nc(-c3ccccc3)ccc12 = KOR beta-arrestin-1 = 6%; Yfh1-depleted yeast = i; HEK293 NOD2/NF-kB = 20%; TNAP activators = .; ER stress rescue = .; NTR1 agonist = 15; NTR1 agonist cell count 20 µM = 47; GPR55 activation = -0.2%; NOD1 NF-kB reporter = -14%; KOR beta-arrestin-2 = 2.0%
Record of COc1ccc(Cl)cc1C(=O)Nn1c(C)nc2ccccc2c1=O = KOR beta-arrestin-1 = -12%; Yfh1-depleted yeast = i; HEK293 NOD2/NF-kB = 13%; TNAP activators = 1.1; ER stress rescue = -5.0%; NTR1 agonist = 1.9; NTR1 agonist cell count 20 µM = 64; GPR55 activation = 0.2%; NOD1 NF-kB reporter = 3%; KOR beta-arrestin-2 = -2.2%

Following part
Values in the order – KOR beta-arrestin-1	Yfh1-depleted yeast	HEK293 NOD2/NF-kB	TNAP activators	ER stress rescue	NTR1 agonist	NTR1 agonist cell count 20 µM	GPR55 activation	NOD1 NF-kB reporter	KOR beta-arrestin-2
> CCOC(=O)C1CCN(CC(C)(C)NS(=O)(=O)c2ccccc2)CC1
  -11%	.	13%	.	.	0.0	55	-0.2%	-21%	-1.8%
> CCCOC(=O)c1ccc(NC(=O)Cc2cccs2)cc1
  -12%	.	-16%	.	.	0.1	51	-0.1%	3%	4.0%
> O=C1C2C(c3ccccc3)CC=CC2[C@H](c2cccc([N+](=O)[O-])c2)N1Cc1ccccc1 (stereo partly drawn)
  6%	i	-16%	.	.	1.7	85	-0.1%	-5%	5.2%
> O=C(O)/C=C/C(=O)N1Cc2cc3ccccc3nc2C1
  6%	i	12%	.	.	-0.7	97	0.1%	-1%	-0.3%
> Cc1nnc(SCc2ccc(F)cc2)n1NC/C=C/c1ccccc1
  23%	i	13%	1	-1.8%	2.6	40	-0.3%	37%	9.3%
> CC(=O)c1ccc(NC(=O)CSc2nc(N3CCOCC3)nc(N3CCOCC3)n2)cc1
  -15%	.	-1%	.	.	-1.4	38	-0.2%	18%	6.4%
> C=CCNC(=S)NNC(=O)c1csc(CC)c1
  -4%	i	4%	2.6	-1.2%	0.4	49	-0.3%	-3%	-2.9%
> COc1ccc(C(=O)Nc2cccc(-c3cc4ccccc4oc3=O)c2)cc1[N+](=O)[O-]
  -70%	i	13%	1.1	-0.6%	.	.	0.9%	-19%	4.9%
> O=C(NC1CC1)c1ccc(Cl)c(S(=O)(=O)N2CCOCC2)c1
  -26%	.	9%	.	.	-1.0	49	0.3%	-30%	0.0%
> O=[N+]([O-])c1cc(Br)c(Nc2ccccc2)c([N+](=O)[O-])c1
  -80%	.	-6%	.	.	39	77	2.3%	-7%	0.7%

As entered above:
NTR1 agonist cell count 20 µM result of `Cc1onc(-c2c(F)cccc2Cl)c1C(=O)NC(C)c1ccccc1` (stereo not drawn) is entered as 51
KOR beta-arrestin-1 result of `O=C(CNS(=O)(=O)c1cccs1)NCCc1ccc(Cl)cc1` is entered as 2%
TNAP activators result of `CCCc1[nH]n(-c2nc3ccccc3s2)c(=O)c1C=NCC(C)C` is entered as 1
